# Screens (PubChem BioAssay)
# mIAP block = mouse IAP inhibition; inhibition, % at 10 µM; AID 2806; hit rate 0.2% among 330,000; purified mouse IAP, CDP-Star luminescence, 30 min;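 active = inhibition of at least 40% at 10 µM in the primary screen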;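 also: plate controls were DMSO with enzyme for no effect and no enzyme wells for full effect; values of inactives mirror those of a sister screen read the other way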
# MPTP block = blocks calcium-induced mitochondrial swelling. isolated mouse mitochondria, Ca2+ swelling absorbance, 30 min. hit rate 1.4% among 360,000. inhibition, % at 10 µM. AID 602449;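 active = inhibition of 50% or more, scaled per plate between neutral and stimulator controls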;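 also: 0% = DMSO wells given calcium and 100% = 1 mM EGTA wells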
# A3G deaminase = blocks human APOBEC3G single-stranded DNA deamination; Q9HC16; recombinant A3G, ssDNA deamination FAM/TAMRA fluorescence; inhibition, % at 20 µM; hit rate 0.28% among 330,000; AID 493012;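 active = inhibition of at least 40% at 20 µM, with no more than 30% in the related APOBEC3A deaminase screen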;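 also: plate controls were DMSO wells with A3G for no effect and wells lacking A3G enzyme for full effect; some compounds called inactive have numbers as strong as hits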
# Target sequence (Q9HC16 whole entry, looked up): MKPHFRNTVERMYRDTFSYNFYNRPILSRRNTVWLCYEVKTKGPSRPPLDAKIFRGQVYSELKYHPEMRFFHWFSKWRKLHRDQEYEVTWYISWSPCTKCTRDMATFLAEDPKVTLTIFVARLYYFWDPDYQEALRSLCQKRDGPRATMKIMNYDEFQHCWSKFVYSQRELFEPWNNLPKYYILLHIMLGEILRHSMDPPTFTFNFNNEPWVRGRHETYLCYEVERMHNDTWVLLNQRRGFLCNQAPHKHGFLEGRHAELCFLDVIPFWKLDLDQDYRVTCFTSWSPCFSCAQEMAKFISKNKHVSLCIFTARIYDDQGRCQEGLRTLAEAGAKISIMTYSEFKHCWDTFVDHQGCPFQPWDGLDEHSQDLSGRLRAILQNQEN
# mIAP activ = mouse IAP activation; muIAP, CDP-Star luminescence, 30 min; stronger effect = higher value; 1 = vehicle-only enzyme signal, 0 = enzyme-free wells; activation factor at 10 µM; hit rate 0.24% among 330,000; AID 2805;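 active = activation factor of at least 2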; also: the source names both 10 and 20 µM as test concentration; values of inactives mirror those of a sister screen read the other way
#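 System: Mouse IAP enzyme | Also added: CDP-Star substrate | Dosing: Compounds dispensed in DMSO | Schedule: 30 min enzyme-substrate-compound incubation at room temperature | Technique: Chemiluminescence readout | Control set: DMSO-only wells and no-enzyme negative control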
# hIAP activ = human IAP activation. activation factor at 10 µM. purified human IAP, CDP-Star luminescence, 30 min; stronger effect = higher value; 1 = vehicle-only enzyme, 0 = enzyme-free background. hit rate 0.16% among 330,000;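 active = activation factor of the enzyme at least 2-fold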; also: the source names both 10 and 20 µM as test concentration; values of inactives mirror those of a sister screen read the other way
# Target sequence (P09923 whole entry, looked up): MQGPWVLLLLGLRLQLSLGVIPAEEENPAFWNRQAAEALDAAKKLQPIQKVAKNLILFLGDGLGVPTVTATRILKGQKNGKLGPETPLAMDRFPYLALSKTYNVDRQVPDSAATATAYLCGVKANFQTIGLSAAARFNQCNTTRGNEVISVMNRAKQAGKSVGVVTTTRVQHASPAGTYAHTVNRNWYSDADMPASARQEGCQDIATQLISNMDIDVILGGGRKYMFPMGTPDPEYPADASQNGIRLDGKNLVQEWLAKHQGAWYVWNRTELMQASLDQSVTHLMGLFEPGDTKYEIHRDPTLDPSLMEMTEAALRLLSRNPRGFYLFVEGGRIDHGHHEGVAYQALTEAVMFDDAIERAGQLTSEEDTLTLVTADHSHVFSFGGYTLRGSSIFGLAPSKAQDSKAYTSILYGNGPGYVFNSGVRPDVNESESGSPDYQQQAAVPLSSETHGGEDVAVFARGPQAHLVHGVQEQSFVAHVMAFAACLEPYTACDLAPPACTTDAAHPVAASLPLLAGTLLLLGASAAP
# hIAP block = human IAP inhibition | P09923 | purified IAP, CDP-Star luminescence, 30 min | inhibition, % at 10 µM | hit rate 0.12% among 330,000 | AID 2544;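 active = inhibition reaching a set limit with compound at 10 µM in the primary screen, cut at about 35% in these data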;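 also: plate controls were DMSO wells with enzyme for no effect and no-enzyme buffer wells for full effect; values of inactives mirror those of a sister screen read the other way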
# NR3A LBD binder = modulates the human NR3A ligand-binding domain; NR3A LBD differential scanning fluorimetry, Tm shift; 0% = protein alone, 100% = glycine-bound protein; hit rate 2.5% among 340,000; Tm shift relative to glycine control, % at 25 µM; AID 1259313;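 active = melting temperature shift of at least 10% of the positive control shift, at one fixed dose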
# MIN6 prolif = inducers of beta-cell replication in MIN6 cells | AID 2380 | MIN6 cells proliferation, ATPlite luminescence, 48 h; cells starved in 0.2% serum; 100% = growth in 10% serum | hit rate 0.29% among 330,000 | proliferation, % at 10 µM;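 active = compounds whose signal lies at least 3.5 SD above the mean of all wells on their plate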;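 also: 0% = DMSO-treated cells in low-serum medium and 100% = 10% serum control; some compounds called inactive have numbers as strong as hits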
# A3A deaminase = inhibitors of human APOBEC3A DNA deaminase; hit rate 0.41% among 330,000; P31941; AID 493011; inhibition, % at 20 µM; recombinant A3A, FAM/TAMRA ssDNA deamination fluorescence;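 active = at least 40% inhibition at 20 µM here, with at most 30% in a related deaminase screen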;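 also: plate controls were A3A with DMSO for no effect and wells lacking A3A enzyme for full effect; some results filed as inactive read as strong as hits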
# Target sequence (P31941 whole entry, looked up): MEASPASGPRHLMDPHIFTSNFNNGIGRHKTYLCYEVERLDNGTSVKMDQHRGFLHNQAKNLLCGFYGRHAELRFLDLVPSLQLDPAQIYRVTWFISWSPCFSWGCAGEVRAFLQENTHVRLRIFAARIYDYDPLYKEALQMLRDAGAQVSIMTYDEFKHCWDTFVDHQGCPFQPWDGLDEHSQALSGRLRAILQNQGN
# An asterisk follows results filed as active; / = not tested or not shown.
SMILES,mIAP block,MPTP block,A3G deaminase,mIAP activ,hIAP activ,hIAP block,NR3A LBD binder,MIN6 prolif,A3A deaminase
COc1cc2nc(CN(C)Cc3nc4ccccc4c(=O)[nH]3)[nH]c(=O)c2cc1OC,1,-1.0,5,0.99,1.4,-41,-1,-3,18
Nc1ncnc2c1ncn2[C@@H]1O[C@H](CNCc2ccc(OCC(=O)Nc3nccs3)cc2)[C@@H](O)[C@H]1O,5,0.2,-4,0.95,0.96,4,0,0,-2
CCS(=O)(=O)N1CCC(C(=O)N2CCOCC2)CC1,-3,0.4,-8,1,0.87,13,2,2,-9
COc1cc(NC(=O)c2noc(C)c2[N+](=O)[O-])c(OC)cc1Cl,4,-0.3,-3,0.96,0.94,6,2,-3,-3
COc1ccc2c3n(nc2c1)CCN=C3c1ccc(C)cc1,6,1.1,-6,0.94,0.95,5,-4,-2,-1
CCc1ccc(CNC(=O)C2Cc3cc(S(=O)(=O)N4CCCC4)ccc3N2C(C)=O)cc1 (stereo unspecified),-4,-0.3,-4,1,0.93,7,1,-3,-2
O=C(CSc1nc2ccccc2s1)NC1CCS(=O)(=O)C1 (stereo unspecified),0,-1.4,2,1,0.96,4,7,-2,1
CCc1ccccc1N(C(C)=O)c1nc(CN=C=S)cs1,-8,-0.4,-9,1.1,1.1,-10,0,-3,-3
O=P(CCO)(c1ccccc1)c1ccccc1,5,-0.5,-4,0.95,0.97,3,0,0,0
CN1CCN(Cc2nc3cc(NC(=O)COc4ccc([N+](=O)[O-])cc4)ccc3n2C)CC1,9,-0.6,-1,0.91,1,-2,0,2,1
O=[N+]([O-])c1ccc2c(c1)Nc1nc3ccccc3nc1N2,3,0.4,-7,0.97,1.1,-11,-1,-4,1
O=C1CCCN1CCCNC(=S)Nc1ccc(Cl)cc1Cl,2,0.8,-5,0.98,0.96,4,-1,1,-3
CCC[C@@H](OS(N)(=O)=O)[C@@H](Cc1ccccc1)C(=O)OCC,-6,-0.5,5,1.1,0.98,2,-2,-4,4
CCN(CCNC(=O)c1ccc2nc(-c3ccccc3NC(C)=O)c(=O)[nH]c2c1)c1ccccc1,7,-3.1,-6,0.93,0.75,25,-2,2,-5
Cc1ccc(C)c(NC(=O)C(OC(=O)c2ccc(CO)cc2)c2ccccc2)c1 (stereo unspecified),-9,-1.7,-6,1.1,0.86,14,1,0,3
O=C(NCCCn1ccnc1)c1cc2c(s1)CCCC2,0,-1.0,-6,1,1,-3,0,-1,-2
COc1ccc(NS(=O)(=O)NC(=O)c2cn(C)c3ccccc23)cc1,3,-1.0,-5,0.97,0.97,3,-1,1,-5
COc1ccc2nc(SCC(=O)N3CCCCCC3)c(C#N)cc2c1,-7,-0.6,-6,1.1,0.84,16,1,0,-3
CC(C)CC(=O)Nc1ccccc1-c1nnn(CC(=O)N2CCc3ccccc3C2)n1,-5,-0.1,-5,1,1.2,-20,2,-3,-1
COc1ccc(N(Cc2cc3cc(OC)ccc3[nH]c2=O)C(=O)c2cccnc2)cc1,-15,-1.7,13,1.1,0.74,26,0,-2,7
O=C(CN1CCN(c2ccccn2)CC1)Nc1ccc(Cl)c(C(F)(F)F)c1,0,-2.2,-7,1,1,-5,-8,-2,-6
O=C(/C=C/c1ccccc1)NCC(=O)N/N=C/c1ccccc1[N+](=O)[O-],-5,-3.2,-7,1,1.4,-35,-6,-3,0
CCOC(=O)c1ccc(N2C(=O)c3n[nH]c(C)c3C2c2cccnc2)cc1 (stereo unspecified),5,-1.2,1,0.95,0.97,2,-2,-1,2
O=C(O)CCc1ccc(-c2cccs2)n1NC(=O)c1cccs1,2,1.1,-8,0.98,1.2,-19,1,-1,-1
CSCCC(NS(=O)(=O)c1ccccc1F)C(=O)N1CCCCCC1 (stereo unspecified),-5,0.4,-12,1.1,1.2,-20,1,-2,-7
SMILES,mIAP block,MPTP block,A3G deaminase,mIAP activ,hIAP activ,hIAP block,NR3A LBD binder,MIN6 prolif,A3A deaminase
COc1cccc(C(=O)NCc2nnc(SCC(=O)Nc3nccs3)n2-c2cccc(C)c2)c1,2,-1.9,-2,0.98,1.2,-25,1,-4,3
COc1ccc(/C=C(\NC(=O)c2ccc(OCC(C)C)cc2)C(=O)OCc2ccco2)cc1,13,1.4,-2,0.87,0.98,2,2,0,1
CC(C)C[C@H](NC(=O)c1nc[nH]c1C(=O)N1CCN(C(=O)OC(C)(C)C)CC1)C(=O)OC(C)(C)C,-5,-0.3,-1,1,1.3,-33,-1,-1,1
CN(C)c1cccc(C(=O)N(C)C2CCCN(Cc3ccccc3F)C2)c1 (stereo unspecified),11,0.9,-6,0.89,0.84,16,-3,-3,-1
N#CN(Cc1ccccc1)Cc1ccccc1,-5,0.9,-5,1,1.2,-17,-1,6,0
Cc1nc2c(sc(=S)n2Cc2ccco2)c(=O)n1CC(=O)Nc1cc(F)ccc1F,3,1.5,4,0.97,1,-5,6,-4,5
CCN(CC)S(=O)(=O)c1ccc(C)c(NC(=O)COC(=O)CCC(=O)c2cccs2)c1,3,-2.1,4,0.97,1,-5,0,0,3
O=C(NCCCN1CCN(c2ccccc2)CC1)C1CCCN(c2ncnc3c2nc2n3CCCCC2)C1 (stereo unspecified),-7,0.0,-6,1.1,1.1,-10,-1,2,-7
COc1ccc(OC)c(/C=C2/Sc3ccccc3C2=O)c1,6,0.2,-22,0.94,0.8,20,1,-1,-8
C=CCn1c(COc2ccccc2)nnc1SCC(=O)Nc1ccc(S(N)(=O)=O)cc1,-6,-0.3,2,1.1,0.95,5,3,-1,2
COc1ccc(-c2nnc(SCC(=O)Nc3c(Cl)cc(Cl)cc3C(=O)O)o2)cc1,1,-0.6,2,0.99,1,-4,5,0,2
Cn1ncc2cc(NC(N)=S)ccc21,-16,-0.8,-10,1.2,1.1,-10,0,-3,-4
O=c1[nH]c2ccccc2n1Cc1ccc(F)cc1,-1,-0.2,-8,1,0.96,4,-2,5,-1
O=C(CSc1nnc(NCc2ccccc2)s1)c1ccco1,1,0.4,-1,0.99,0.87,13,0,-2,2
O=C(Nc1ccc(N2CCCC2)cc1)c1cccc(F)c1,7,-0.4,-4,0.93,1,0,-3,-5,-7
Cc1ccc2cc(CCNC(=O)CC(C)C)c(=O)[nH]c2c1,-1,-2.7,-6,1,1,-2,-2,-3,-4
O=C(Nc1cccc(O)c1)c1cnn2cccnc12,6,1.0,-3,0.94,0.93,7,1,-1,-1
O=[N+]([O-])c1ccc(N2CCN(Cc3ccc(Br)o3)CC2)cc1,4,-0.9,-4,0.96,0.81,20,4,-4,2
COc1cccc(CCN2CCC(CNS(=O)(=O)c3cc(-c4cc(C)no4)ccc3C)CC2)c1,13,79*,-5,0.87,1.2,-18,-3,-7,-2
CN(CCO)CC(O)Cn1cnc2c1c(=O)n(C)c(=O)n2C (stereo unspecified) (tested in a mixture with another compound),-14,-2.2,-6,1.1,0.98,2,2,1,-4
CCN(CC)C(=O)COc1coc(CN2CCN(c3ccc(F)cc3)CC2)cc1=O,5,1.5,-1,0.95,1.1,-13,0,-2,-3
CCN(C(=O)Cc1c(C(=O)O)[nH]c2ccccc12)c1cc(OC)ccc1OC,2,11,-1,0.98,1,-4,1,-4,-6
Cc1ccc(C(=O)NCCN2C3=NC[C@@H](Cc4ccccc4)N3C[C@H]2Cc2ccc(O)cc2)cc1Br,10,0.6,3,0.9,0.83,17,-3,-8,6
CC(=O)Nc1ccc(SCC(=O)Nc2ccccc2N2CCOCC2)cc1,0,-1.5,-5,1,1.2,-16,1,-2,-1
CCOC(=O)CSCC(NC(=O)OC(C)(C)C)C(=O)OCC (stereo unspecified),-13,0.4,-4,1.1,1.4,-40,-4,1,-3
SMILES,mIAP block,MPTP block,A3G deaminase,mIAP activ,hIAP activ,hIAP block,NR3A LBD binder,MIN6 prolif,A3A deaminase
Cc1c(Cc2ccccc2)c(=O)oc2c(C)c(OCC(=O)N3CCC(C(=O)O)CC3)ccc12,-4,0.5,-5,1,0.97,3,-2,0,4
C[C@H]1COC(=O)[C@@H](Cc2ccc(F)cc2)CC/C=C\C[C@H](CC(=O)NCCO)C(=O)N1,-13,-1.4,8,1.1,1.3,-29,0,-4,-2
O=C(NCCCNC(=O)c1ccc(Cl)cc1Cl)c1ccco1,-4,0.1,-4,1,0.93,7,3,-1,2
CC(C)(O)CNC(=O)Nc1ccc(Cl)c(Cl)c1,-51,15,-8,1.5,1.1,-7,1,-1,-4
C/C(O)=C\c1nc(=O)c2c(C)cc(C)nc2n1-c1ccccc1,5,0.2,-2,0.95,0.88,12,1,2,-3
CCc1ccc(Nc2nnc(SCC(=O)Nc3ccc(C(=O)O)cc3)s2)cc1,0,-0.1,-6,1,1,-1,-10,-5,-1
CC1CC(C)(C)N2C(=O)C3(Nc4ccccc4S3)c3cccc1c32 (stereo unspecified),4,1.8,0,0.96,1.1,-14,2,-6,-2
O=c1c(Oc2ccccc2F)coc2cc(OCc3cnn(-c4ccccc4)c3)ccc12,5,4.0,-3,0.95,0.88,12,0,-2,3
Clc1ccc(COn2nnc3ccccc32)c(Cl)c1,7,-0.1,-5,0.93,1.1,-15,1,-1,-3
N#Cc1ccc(CSc2nnc(-c3ccccn3)n2-c2ccccc2)cc1,-3,-1.0,-3,1,1.1,-10,0,-3,0
CC1(C)CC(=O)C2=C(C1)Nc1ccccc1NC2c1cccs1 (stereo unspecified),-7,2.8,-6,1.1,1,0,1,2,-3
CCOc1cccc(/C(O)=C2/C(=O)C(=O)N(CCN3CCOCC3)C2c2ccncc2)c1 (stereo unspecified),-10,/,-5,1.1,0.97,3,/,-2,2
Cn1c(SCc2c(F)cccc2Cl)nc2c(c1=O)SCC2,10,1.8,-10,0.9,0.9,10,0,-2,-1
O=S(=O)(Cc1ccccc1)Nc1cccc(Br)c1,8,3.3,-6,0.92,1.1,-9,0,-2,2
CC(NC(=O)COC(=O)c1ccc2c(c1)OCCO2)c1ccccc1 (stereo unspecified),-1,-0.3,-5,1,1,-5,0,0,9
CCC1CCCCN1C(=O)CSc1nnc(CNC(=O)c2ccco2)o1 (stereo unspecified),-5,-0.3,-4,1,0.93,8,-1,0,-1
O=c1c2ccccc2nc(SCCN2CCCCC2)n1CCc1ccccc1,10,0.9,-2,0.9,0.96,4,-3,-4,-1
CCn1c(=O)cc(OCC(=O)N2CCCC2)c2ccccc21,7,-0.8,-4,0.93,1,0,1,-2,-2
O=C(N/N=C/C(c1ccccc1)c1ccccc1)c1ccccc1F,-6,-0.8,-5,1.1,1,-4,-2,-3,0
Nc1nc2sc3c(c2cc1C(=O)NCC(=O)O)CCCC3,11,-0.3,-4,0.89,1.1,-5,3,-5,-5
CS(=O)(=O)N(Cc1ccc(C(=O)N2CCc3ccccc3C2)cc1)c1ccccc1,-6,-0.5,1,1.1,1.1,-13,0,-2,2

# MPTP block: entries above that show a hit.
molecule | mIAP block | MPTP block | A3G deaminase | mIAP activ | hIAP activ | hIAP block | NR3A LBD binder | A3A deaminase
COc1cccc(CCN2CCC(CNS(=O)(=O)c3cc(-c4cc(C)no4)ccc3C)CC2)c1 | 13 | 79* | -5 | 0.87 | 1.2 | -18 | -3 | -2

# Reprinted from the entries so far (3 entries):
SMILES,mIAP block,MPTP block,A3G deaminase,mIAP activ,hIAP activ,hIAP block,NR3A LBD binder,MIN6 prolif,A3A deaminase
CN(CCO)CC(O)Cn1cnc2c1c(=O)n(C)c(=O)n2C (stereo unspecified) (tested in a mixture with another compound),-14,-2.2,-6,1.1,0.98,2,2,1,-4
CCN(CC)C(=O)COc1coc(CN2CCN(c3ccc(F)cc3)CC2)cc1=O,5,1.5,-1,0.95,1.1,-13,0,-2,-3
CCN(C(=O)Cc1c(C(=O)O)[nH]c2ccccc12)c1cc(OC)ccc1OC,2,11,-1,0.98,1,-4,1,-4,-6
